Assay outcomes as filed in PubChem.
BAZ2B inh: BAZ2B (human) inhibition | AlphaScreen BAZ2B-H3K14Ac peptide displacement | AID 504333 | Q9UIF8 | 4.4% of 360,000 active | Potency, µM (titrated, usually from 114 µM), for the others: top-dose activity change, negative = inhibition, hits mostly inhibitors; also: % is scaled to controls: 0 for no effect and ±100 for the full control effect; nearly all actives have a fitted effect of over 60% in size
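BAZ2B (50 nM) with biotin-H3(5-23)K14Ac peptide (50 nM) in PBS pH 7.4, 0.01% Tween-20, preformed 30 min, then compound 30 min at room temperature; top concentration 110uM. AlphaScreen streptavidin donor/nickel chelate acceptor beads (10 ug/mL final), 20 min dark, signal read.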
POLH inh: inhibitors of human DNA polymerase eta | Potency, µM (doses to about 114 µM), for the others: top-dose activity change, negative = inhibition, usual class: inhibitors | recombinant Pol eta, fluorescent DNA replication assay | 1.2% of 390,000 active; also: % is scaled to controls: 0 for no effect and ±100 for the full control effect
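Pol eta (10 nM) was preincubated with compounds for 15 min at room temperature, after which fluorescent replication substrate (50 nM final) was added to start the reaction. Fluorescence was read kinetically at 0 and 10 min.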
BLM inh: blocks DNA unwinding by human BLM helicase. 0.2% of 350,000 active. AID 2528. Potency, µM (titrated, usually from 56.1 µM), for inactives: at the highest dose activity change, negative = inhibition, most hits filed as inhibitors. recombinant BLM DNA unwinding, fluorescence dequenching. P54132;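 also: plate controls were vehicle for no effect and no enzyme for full effect; nearly all actives have a fitted effect of over 35% in size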
G9a inh: inhibitors of human histone lysine methyltransferase G9a | G9a H3K9 monomethylation, AlphaScreen, 2 h | 8.8% of 350,000 active | Potency, µM (series often up to 102 µM), inactives show at the highest dose activity, negative = inhibition, most hits filed as inhibitors | Q96KQ7; also: % is scaled to controls: 0 for no effect and ±100 for the full control effect; nearly all actives have a fitted effect of over 75% in size
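AlphaScreen read-out: biotin-H3K9 peptide (500 nM) methylation by 20 nM enzyme with 20 uM SAM, 2 h at room temperature after 15 min compound preincubation; anti-monomethyl H3K9 antibody plus donor/acceptor beads, 10 min dark.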
POLK inh: blocks human DNA polymerase kappa activity; Q9UBT6; purified Pol kappa, fluorescent DNA synthesis assay, 10 min; Potency, µM (titrated, usually from 107 µM), inactives show at the top dose activity, negative = inhibition, usual class: inhibitors; 0.53% of 400,000 active; AID 588579; also: % is scaled to controls: 0 for no effect and ±100 for the full control effect
Target sequence (Q9UBT6 whole entry, looked up): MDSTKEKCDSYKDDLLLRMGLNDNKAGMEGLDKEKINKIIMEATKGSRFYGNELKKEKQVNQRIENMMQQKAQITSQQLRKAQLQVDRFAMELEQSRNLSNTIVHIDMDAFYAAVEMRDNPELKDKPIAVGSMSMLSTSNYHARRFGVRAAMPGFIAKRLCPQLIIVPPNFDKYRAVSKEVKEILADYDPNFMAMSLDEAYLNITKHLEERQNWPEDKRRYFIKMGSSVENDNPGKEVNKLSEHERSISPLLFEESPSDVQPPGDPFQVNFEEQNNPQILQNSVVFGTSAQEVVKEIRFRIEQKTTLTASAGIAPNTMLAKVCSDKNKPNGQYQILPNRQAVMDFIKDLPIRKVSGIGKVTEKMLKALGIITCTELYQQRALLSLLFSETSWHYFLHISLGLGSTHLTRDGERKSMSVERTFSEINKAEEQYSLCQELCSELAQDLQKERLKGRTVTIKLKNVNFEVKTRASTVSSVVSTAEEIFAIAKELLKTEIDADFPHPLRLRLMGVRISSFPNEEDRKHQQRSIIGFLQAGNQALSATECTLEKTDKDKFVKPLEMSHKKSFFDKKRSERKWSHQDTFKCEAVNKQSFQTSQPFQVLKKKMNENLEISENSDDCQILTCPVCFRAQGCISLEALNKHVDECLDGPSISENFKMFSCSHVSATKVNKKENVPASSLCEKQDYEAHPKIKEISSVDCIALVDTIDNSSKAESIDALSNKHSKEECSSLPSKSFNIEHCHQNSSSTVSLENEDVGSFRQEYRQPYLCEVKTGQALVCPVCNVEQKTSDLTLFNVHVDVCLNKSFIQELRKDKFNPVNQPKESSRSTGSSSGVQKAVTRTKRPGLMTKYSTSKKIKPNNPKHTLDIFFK
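Inhibition of 10 nM Pol kappa is measured by a fluorescent read-out at 0 and 10 min following addition of 50 nM substrate (final), with a 15-min room-temperature compound preincubation.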
POLI inh: DNA polymerase iota (human) inhibition; Pol iota fluorescent replication assay, 10 min; 1% of 390,000 active; Q9UNA4; AID 588590; Potency, µM (doses to about 115 µM), inactives show top-dose activity, negative = inhibition, actives largely listed as inhibitors
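Fluorescent replication assay read twice, at 0 min and 10 min after adding 50 nM (final) substrate. Enzyme (10 nM) and compounds were first incubated 15 min at room temperature; enzyme-free buffer wells were negative controls.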
POLB inh: DNA polymerase beta (human) inhibition | 1.3% of 340,000 active | P06746 | Potency, µM (series often up to 114 µM), inactives show at the top dose activity change, negative = inhibition, most hits filed as inhibitors | Pol beta primer extension/strand displacement, fluorescence kinetic; also: % is scaled to controls: 0 for no effect and ±100 for the full control effect
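Reaction started by 50 nM substrate onto compound-treated Pol beta (10 nM, 15 min preincubation, room temperature); plates read at 0 min and 10 min. Normalized concentration-effect data fitted by four-parameter Hill equation.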
JMJD2A Tudor inh: inhibitors of human JMJD2A Tudor domain | AlphaScreen JMJD2A-Tudor / H3K4me3 peptide binding | 4.4% of 390,000 active | AID 504339 | Potency, µM (titrated, usually from 114 µM), without a hit: at the highest dose activity change, negative = inhibition, usual class: inhibitors; also: % is scaled to controls: 0 for no effect and ±100 for the full control effect; nearly all actives have a fitted effect of over 50% in size
APEX1 inh: inhibitors of human APE1 endonuclease; Potency, µM (titrated, usually from 65.8 µM), for the others: at the highest dose activity change, negative = inhibition, actives largely listed as inhibitors; 0.35% of 350,000 active; P27695; recombinant APE1, TAMRA/BHQ-2 abasic DNA cleavage fluorescence;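 also: plate controls were vehicle for no effect and reference inhibitor for full effect; nearly all actives have a fitted effect of over 55% in size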
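Enzyme (0.75 nM final) and test compound are incubated 15 min at room temperature before adding 50 nM quenched THF abasic-site duplex. Cleavage dequenches TAMRA, followed at 525/598 nm over three reads one minute apart.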
An asterisk follows results filed as active; ? = inconclusive; . = no result given; [ ] = dose if it differs, or a comment. Calls follow the shape of the dose curve; as a rule, active = well fitted curve in the direction sought with a large enough effect; inconclusive = small, poorly fitted or top-dose-only effect, or another doubt; inactive = no such curve, though single readings can be large; an effect the other way counts as inactive or inconclusive. Potency is read from the fitted curve at half-maximal effect. An excerpt; count on the stated rates, not on these rows.

A first look, 2 compounds:
molecule,POLK inh,APEX1 inh,BLM inh,POLI inh,G9a inh,BAZ2B inh,POLH inh,POLB inh,JMJD2A Tudor inh
CCOc1cc(NCc2ccccc2)c2ncn(C(C)C)c2c1,-10.4%,-0.6%,.,25.8%,.,.,-28.2%,.,50.1µM*
Cn1c(CNC(=O)CCNC(=O)c2cccc(Cl)c2)cc(=O)n(C)c1=O,1.9%,53.1%,0.4%,-3.3%,49.0%,-14.8%,-17.0%,-1.0%,-4.8%

Main list, previewed entries included:
molecule,POLK inh,APEX1 inh,BLM inh,POLI inh,G9a inh,BAZ2B inh,POLH inh,POLB inh,JMJD2A Tudor inh
CCOc1cc(NCc2ccccc2)c2ncn(C(C)C)c2c1,-10.4%,-0.6%,.,25.8%,.,.,-28.2%,.,50.1µM*
Cn1c(CNC(=O)CCNC(=O)c2cccc(Cl)c2)cc(=O)n(C)c1=O,1.9%,53.1%,0.4%,-3.3%,49.0%,-14.8%,-17.0%,-1.0%,-4.8%
COCCN1CCN(C(=O)C2CCC(=O)N(CCc3cccc(F)c3)C2)CC1 (configuration not stated),-4.9%,1.0%,-4.6%,-11.5%,21.6%,-0.7%,-8.8%,-15.8%,-7.5%
COc1ccc(C)cc1NC(=O)CSc1nnc2ccc(-c3cccnc3)nn12,-5.4%,-5.0%,.,30.6%[activator],10.9%[59 µM],11.4%,-8.9%,.,-13.8%
COc1cccc2c1Oc1ncccc1N(c1ccc(C(=O)NCc3ccccc3Cl)s1)C2,-10.3%,.,-4.2%,0.8%,-1.0%[59 µM],-4.6%,-5.1%,-2.3%,-7.5%
CCN(CC)C(=O)C1CCN(S(=O)(=O)c2c(C)noc2/C=C/c2cccc(OC)c2)CC1,-7.6%[60.1 µM],.,-2.9%,-0.4%,2.3%[59 µM],0.9%,-21.7%,4.2%,-15.7%
C/C(=N\NC(=O)CSCc1ccccc1Cl)c1cc(O)ccc1O,3.7%,-6.6%,-20.6%,68.0%[activator],.,39.8µM*,-13.5%,2.4%,?
Cc1nnc(SCC(=O)NC2CC2)n1CCc1ccccc1,12.0%,-11.2%,-3.3%,-1.3%,-10.6%,2.7%,-12.9%,10.6%,-3.8%
CCCNC(=O)c1ccc2c(c1)ncn2-c1ccccc1OC,-4.3%,-3.1%,-2.2%,-6.5%,-2.0%[59 µM],9.1%,-16.7%,12.3%,0.7%[11.4 µM]
Cc1ccc(NC(=O)c2ccc(-c3nn(C)c(=O)c4ccccc34)cc2)cc1,4.3%,1.5%,-1.1%,13.6%,18.3%,2.3%,-4.8%,3.1%,0.0%
COc1ccc2cc(C(=O)NCc3ccccc3)c(=Nc3ccc(C(=O)O)cc3)oc2c1,-7.0%,-4.2%,-4.0%,11.7%,-33.0%,?,31.6µM*,1.2%,?
C[C@]12c3[nH]c4ccc(Cl)cc4c3CCN1C(=O)[C@@H](CC(=O)NCc1cccc(C(F)(F)F)c1)C[C@@H]2C(=O)N1CCCCC1,-14.2%,-22.7%,.,7.6%,.,.,-24.6%,.,?
O=c1c2c([nH]c3ccccc13)CCC2,-7.9%,24.3%,-1.9%,1.8%,11.0%,-23.4%,-7.7%,12.9%,-4.1%
CC1(C)CC(=O)C/C(=N\NC(=O)Cc2ccccc2)C1,-15.3%,4.7%,-0.6%,14.8%,23.4%[59 µM],-0.5%,-8.7%,47.0%,-6.6%
CSc1nncc(/C(C)=N\Nc2ccccc2)n1,-11.7%,-4.6%,-9.6%,?,?,-4.6%,?,28.4%,?
Cc1cnc(=O)[nH]c1SCc1cccc(C(F)(F)F)c1,-15.0%,61.4%[activator],-2.1%,-3.0%,8.5%[59 µM],-19.7%,-3.9%,15.0%,-7.7%
C=CCn1c(C)cc(C(=O)CSc2n[nH]c(N)n2)c1C,-2.9%,10.7%,-6.3%,10.6%,31.6µM*,-2.5%,4.5%,34.1%,?
COc1cc(OC)cc(-n2nnnc2SCC(=O)Nc2nc3c(s2)CCCC3)c1,-15.8%,-2.2%,-9.2%,1.5%,?,?,-16.4%,2.7%,-22.9%
O=C(CSc1nc(N2CCCCC2)nc(N2CCCCC2)n1)N1CCc2ccccc21,.,-1.7%,1.0%,.,3.4%[12.7 µM],2.8%,.,39.1%,.
CC(C)OCC(O)CN1CCN(CC(O)COc2ccc3c(c2)OCO3)CC1 (configuration not stated),-16.3%,16.3%,0.0%,6.1%,-25.8%[59 µM],1.2%,-6.5%,35.3%,-9.0%
Cc1ccc(CNC(=O)CNC(=O)c2ccc(C(C)(C)C)cc2)n1C,9.8%,5.6%,.,30.9%,.,.,-9.1%,.,-35.9%
CC(=O)c1ccc(-n2c(CCC(=O)O)ccc2-c2ccc(C)cc2)cc1,4.1%,7.5%,-2.2%,36.7%[activator],22.2%[2.33 µM],-38.5%,-5.7%,11.9%,?
Cc1nc(C)n(CC(=O)N2CCCC(C(=O)c3cccc4ccccc34)C2)n1 (configuration not stated),0.8%,20.6%,-2.0%,60.8%[activator],.,-0.3%,-10.8%,45.7%,-16.1%
COc1ccc(NC(=O)C(OC(=O)c2ccc([N+](=O)[O-])o2)c2ccccc2)cc1Cl (configuration not stated),-7.5%,4.4%,4.8%,-8.5%,?,?,-1.7%,17.8%,?
COc1c(C)cc(Br)cc1C(=O)NC(=S)Nc1ccc(Cl)c(C(=O)O)c1,-8.4%,?,-0.5%,90.3%[activator],50.1µM*,-1.7%,4.0%,-23.5%,-19.7%
COc1cc2cncc(Cc3ccccc3)c2cc1O,-3.3%,.,.,39.6%[activator],.,.,-17.5%,.,-5.5%
COc1ccc(C(=O)CC(=O)C(=O)Nc2cccc([N+](=O)[O-])c2C)cc1,-3.2%,-10.2%,-8.7%,9.4%,21.1%,10.8%,14.8%,5.3%,-14.8%
CSc1ccc(S(=O)(=O)N2CCC(C(=O)NCc3ccncc3)CC2)cc1,5.5%,44.1%[activator],-2.3%,83.6%[activator],9.4%,-16.8%,-16.5%,22.4%,-6.7%
CC(=O)Nc1ccc(Nc2nnc(-c3ccc(O)cc3)c3ccccc23)cc1,-4.2%,29.4%,-1.7%,81.1%[activator],0.3%[2.33 µM],-19.7%,?,-13.9%,-27.5%
Cc1cccc(NC(=O)CSc2ccc(-c3sc(-c4ccccc4)nc3C)nn2)c1C,-15.9%,.,-7.1%,-9.3%,-2.9%[59 µM],-14.3%,-8.2%,4.5%,-19.4%

(listing goes on)
molecule,POLK inh,APEX1 inh,BLM inh,POLI inh,G9a inh,BAZ2B inh,POLH inh,POLB inh,JMJD2A Tudor inh
Nc1nonc1C(=O)OCC(=O)c1ccc(Cl)cc1,-7.5%,3.6%,2.7%,32.0%[activator],2.8%[59 µM],-0.3%,-12.3%,-20.0%,-2.8%
Cc1ccc(-n2nc3c(c2NC(=O)C2CCCC2)CS(=O)(=O)C3)cc1,-2.9%,56.1%[activator],0.2%,20.1%,-12.2%,-13.6%[57.1 µM],-8.0%,-7.8%,-7.6%
C=CCN1C(=NC(=O)CCCC(=O)O)SC2CS(=O)(=O)CC21 (configuration not stated),-0.5%,-1.5%,-1.4%,25.3%,9.4%,-4.0%,-1.7%,-10.7%,1.3%
COC(=O)C1=C(C)NC(C)=C(C(=O)O[C@@H]2CCCN(Cc3ccccc3)C2)[C@@H]1c1cccc([N+](=O)[O-])c1,-21.1%,.,.,?,.,.,-6.7%,.,44.7µM*
Cc1ccccc1CNC(=O)c1ccccc1NS(C)(=O)=O,1.8%,4.8%,-6.8%,-14.4%,-2.6%,-32.4%,-6.1%,-1.1%,1.6%
C/C(=N\Nc1ccc([N+](=O)[O-])cc1)c1ccc(-n2nncc2C(C)(C)C)cc1,4.6%,0.5%,1.0%,74.9%[activator],-50.0%,-1.4%,-9.2%,-23.6%,-2.4%
CCN1CCN(C(=O)c2cc3c(=O)n4ccccc4nc3n2Cc2ccccc2)CC1,.,2.9%,1.9%,.,-29.8%,11.8%,.,53.9%,.
Cc1ccnc2nc(C(=O)NC3=NCCS3)nn12,0.7%,-4.5%,1.1%,1.6%,21.6%,-28.5%,-14.5%,-18.7%,-35.6%
CCCn1cc(C(CC(=O)O)C(=O)O)c2ccccc21 (configuration not stated),-2.4%,5.2%,-0.7%,?,-29.3%[12.7 µM],?,-4.2%,0.0%,-21.4%
O=C1CC(c2ccc(F)cc2)c2cc3c(cc2N1)CCC3 (configuration not stated),-4.0%,1.8%,-1.6%,-16.0%,9.6%[59 µM],3.2%,-16.3%,26.5%,-8.6%
CC(C)c1ccccc1NC(=O)c1cccc(NC(=O)c2ccccc2)c1,-2.5%,-3.0%,-4.9%,-12.6%,?,8.0%,-17.1%,-3.6%,-5.6%
O=C(Nc1ccc(OCc2cc(=O)n3ccsc3n2)cc1)c1ccc(F)cc1,-5.9%,.,-4.2%,18.7%,-1.9%[59 µM],-2.3%,-14.5%,31.9%[activator],-3.3%
O=C(Nc1ccc(-c2cnco2)cc1)c1ccc(F)cc1F,-0.8%,1.2%,-2.7%,139.2%[activator],-3.1%,-3.3%,-5.0%,19.2%,-10.8%
O=C(NC1CCCC1)C(c1ccccn1)N(Cc1ccc(F)cc1)C(=O)c1csnn1 (configuration not stated),5.6%,13.1%,0.2%,30.9%[activator],69.9%[activator],-0.5%,-20.1%,30.3%,-1.4%
COc1ccc(CNc2ccc(S(=O)(=O)N3CCN(C)CC3)cn2)cc1OC,-0.4%,1.9%,.,42.4%[activator],2.3%[0.501 µM],-3.9%,-7.1%,.,-8.9%
CC1=NN(Cc2ccccc2)C(=O)/C1=C/c1ccc(N(C)C)cc1,-11.7%,6.3%,3.6%,?,10µM*,2µM*,-6.3%,-1.0%,?
CCCC(=O)c1ccc(N2CCC(C)CC2)c(F)c1,6.8%[60.1 µM],4.0%,2.0%,-1.0%,84.3%[activator],76.1%[activator],-21.1%,-13.3%,82.1%[activator]
O=C(Nc1ccc2c(c1)ncn2-c1ccccc1)c1ccco1,-6.2%,-3.9%,0.2%,24.3%,11.2µM*,2.5%,-7.0%,1.2%,-21.8%
CC(C)S(=O)(=O)c1csc(NC(=O)Nc2ccc(Cl)cc2)c1Cl,-17.3%,-3.1%,-19.7%,34.1%[activator],?,-8.6%,-10.7%,-25.3%,-20.4%
COc1ccc(S(=O)(=O)N2CCN(c3cccc(C)c3C)CC2)cc1,-4.2%,-7.8%,-7.5%,0.3%,13.9%,-0.2%,-3.9%,5.3%,-14.1%
